TDP43 rescue: rescues yeast growth from TDP-43 toxicity. 410,000 compounds, 1.8% hits. TDP-43 expressing yeast growth rescue, BacTiter-Glo, 24 h. Potency, µM (highest dose often 46.1 µM), inactives show top-dose growth rescue (activation), most hits filed as activators. AID 652104; note: % of control where 0% means no effect; nearly all actives have a fitted effect of over 50% in size
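Growth rescue of TDP-43-toxic yeast measured as ATP luminescence (BacTiter-Glo). Cells grown to mid-log in raffinose, induced in galactose at OD600=0.02, exposed to compound 24 hr at 30 deg C.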
EPAC2 antag: antagonists of human EPAC2. Q8WZA2. EPAC2 GEF exchange of Rap1B-BODIPY-GDP, fluorescence. 360,000 compounds, 0.18% hits. Potency, µM (series often up to 114 µM), without a hit: at the highest dose activity, negative = inhibition, usual class: inhibitors; note: % is set by controls: 0 for no effect and ±100 for the full control effect; nearly all actives have a fitted effect of over 45% in size; many of its hits are not listed in these tables
EPAC1 ag: agonists of human EPAC1; O95398; EPAC1 agonist qHTS, biochemical assay; response scale: 100% = response to 6.5 mM cAMP; Potency, µM (series often up to 154 µM), for inactives: at the highest dose activation, actives largely listed as activators; 360,000 compounds, 0.073% hits; AID 720707; note: nearly all actives have a fitted effect of over 60% in size
Target sequence (O95398 whole entry, looked up): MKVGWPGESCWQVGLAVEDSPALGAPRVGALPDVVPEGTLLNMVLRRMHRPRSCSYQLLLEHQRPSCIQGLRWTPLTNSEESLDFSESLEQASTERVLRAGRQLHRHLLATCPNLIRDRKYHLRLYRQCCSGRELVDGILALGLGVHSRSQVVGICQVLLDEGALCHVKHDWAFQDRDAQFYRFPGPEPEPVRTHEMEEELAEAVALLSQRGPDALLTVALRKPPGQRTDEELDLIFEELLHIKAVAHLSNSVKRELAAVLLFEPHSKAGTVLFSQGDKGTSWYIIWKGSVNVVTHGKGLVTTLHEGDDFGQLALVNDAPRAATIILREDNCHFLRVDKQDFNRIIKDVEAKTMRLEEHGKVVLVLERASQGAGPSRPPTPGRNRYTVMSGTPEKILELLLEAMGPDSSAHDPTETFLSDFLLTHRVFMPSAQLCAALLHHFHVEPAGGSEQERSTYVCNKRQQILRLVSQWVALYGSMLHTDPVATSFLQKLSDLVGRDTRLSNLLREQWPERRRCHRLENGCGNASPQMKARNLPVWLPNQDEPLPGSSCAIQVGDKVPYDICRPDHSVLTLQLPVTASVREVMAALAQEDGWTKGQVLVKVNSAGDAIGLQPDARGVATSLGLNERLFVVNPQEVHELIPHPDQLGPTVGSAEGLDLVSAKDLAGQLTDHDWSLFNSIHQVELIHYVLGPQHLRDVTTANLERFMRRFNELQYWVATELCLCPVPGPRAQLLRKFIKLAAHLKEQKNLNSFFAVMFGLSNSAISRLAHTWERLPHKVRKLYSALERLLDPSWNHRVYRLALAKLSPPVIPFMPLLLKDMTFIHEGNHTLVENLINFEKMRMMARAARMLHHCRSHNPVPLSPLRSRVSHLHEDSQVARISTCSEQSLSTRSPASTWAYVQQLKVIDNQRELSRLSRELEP
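Nucleotide exchange assay: 100 nM EPAC1 with 250 nM Rap1B loaded with BODIPY-GDP and 50 uM GDP, room temperature. Fluorescence (480/540 nm) read every 5 min for 30 min; signal change normalized to 6.5 mM cAMP as full agonist.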
aSyn yeast inh: rescues yeast growth from alpha-synuclein toxicity. Yeast expressing alpha-synuclein, growth rescue, BacTiter-Glo, 24 h. Potency, µM (series often up to 46.1 µM), without a hit: top-dose growth rescue (activation), usual class: activators. 370,000 compounds, 0.14% hits. AID 652106; note: % of control where 0% means no effect; nearly all actives have a fitted effect of over 65% in size
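Screening used galactose-induced yeast with toxic alpha-synuclein levels, exposed to compound for 24 hr at 30 deg C. Cell growth, read with BacTiter-Glo luminescence, gave the measured signal.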
EPAC2 ag: agonists of human EPAC2 (RAPGEF4) | Q8WZA2 | EPAC2 activation, biochemical qHTS; response scale: 100% = 6.5 mM cAMP response | Potency, µM (highest dose often 154 µM), without a hit: at the top dose activation, hits mostly activators | 360,000 compounds, 0.079% hits | AID 720711; note: nearly all actives have a fitted effect of over 50% in size
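Compounds were titrated in qHTS against a Rap1B-BODIPY-GDP (250 nM) complex with EPAC2 (100 nM) and GDP (50 uM). BODIPY-GDP release tracked at 480/540 nm over 30 min at room temperature, normalized to 6.5 mM cAMP.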
EPAC1 antagonist: blocks human EPAC1 exchange factor. Potency, µM (top dose mostly 115 µM), for inactives: top-dose activity change, negative = inhibition, hits mostly inhibitors. O95398. EPAC1 GEF assay, Rap1b-BODIPY-GDP exchange fluorescence. 360,000 compounds, 0.14% hits;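 note: plate controls were vehicle for no effect and positive control for full effect; nearly all actives have a fitted effect of over 50% in size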
PTHR1 agonist: agonists of human PTHR1 parathyroid hormone receptor | HEK293 GP2 PTHR1 cells, GloSensor cAMP luminescence, 1 h | Potency, µM (series often up to 115 µM), inactives show at the top dose activation, most hits filed as activators | 410,000 compounds, 0.075% hits | AID 743266; note: nearly all actives have a fitted effect of over 55% in size; some results filed as inactive show a strong effect at the top dose; inactives centre near -15; many of its hits are not listed in these tables
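HEK-293-derived GP2 cells expressing PTHR1 and a GloSensor cAMP reporter, 3,000/well, plated overnight, given luciferin plus IBMX (each 0.5 mM as added) for 1 h at 37 °C, then compound for 1 h at 37 °C. Luminescence was read after 15 min at room temperature.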
FUS yeast rescue: FUS proteinopathy suppression in yeast; S. cerevisiae FUS-expressing, growth rescue, OD600, 24 h; Potency, µM (titrated, usually from 76.6 µM), for the others: at the highest dose growth rescue (activation), hits mostly activators; AID 1347120; 390,000 compounds, 0.24% hits;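 note: plate controls were DMSO vehicle for no effect and reference control for full effect; nearly all actives have a fitted effect of over 55% in size; some results filed as inactive show a strong effect at the top dose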
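Read-out: OD at 600 nm after 24hr at 30C, reporting rescue of FUS-induced yeast toxicity. Cells at OD 0.005 in galactose (2%) minimal medium; compounds tested in a dilution series; CP55940 titration from 92uM final as control.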
Active calls of the source: *; i = inactive; ? = inconclusive; . = not tested or not shown; [ ] = another dose, or the depositor's remark. Calls come from the whole dose curve; as a rule, active = well fitted curve in the direction sought with a large enough effect; inconclusive = small, poorly fitted or top-dose-only effect, or another doubt; inactive = no such curve, though single readings can be large; an effect the other way counts as inactive or inconclusive. Potency is the fitted concentration of half-maximal effect. Only part of the results is shown, so the mix of outcomes need not match the whole.

Value order: TDP43 rescue	EPAC2 antag	EPAC1 ag	aSyn yeast inh	EPAC2 ag	EPAC1 antagonist	PTHR1 agonist	FUS yeast rescue
1) O=C(Nc1cccc2ccccc12)c1ccc([N+](=O)[O-])s1
  ?	-2%	3%	3%	-2%	-9%	i	-28%
2) CC1CC(c2ccccc2)n2nc(NC(=O)CCc3ccccc3)nc2N1 (centres undefined)
  -18%	-12%	-4%	0%	11%	-20%	i	-6%
3) O=C(Nc1ccc(S(=O)(=O)Nc2ncccn2)cc1)c1cccc(Cl)c1
  14%	.	.	-9%	.	.	i	-18%
4) CCN(Cc1nc2ccccc2c(=O)[nH]1)C(=O)c1cc2c(s1)CCCCC2
  15%	6%	19%	-3%	1%	-18%	-71%[inhibitor]	-13%
5) COc1ccc(CN2CCN(C(=O)CC(C)C)CC2)cc1Br
  6%	5%	13%	0%	7%	-6%	-12%	-5%
6) CCc1noc(N)c1C(=O)Nc1ccc(Cl)cc1
  ?	5%	8%	1%	7%	1%	i	7%
7) O=C(NCc1cccnc1)C1CCN(S(=O)(=O)c2cc([N+](=O)[O-])ccc2Cl)CC1
  8%	2%	10%	-4%	6%	-15%	-27%	14%
8) O=C(Nc1ccc2c(c1)OCCO2)C(c1ccccc1)n1c(=O)c(-c2cc3ccccc3[nH]2)nc2ccccc21 (centres undefined)
  ?	7%	21%	?	10%	-4%	i	?
9) COc1ccccc1N1CCN(c2ncnc3sc(C(=O)NCC4CCCO4)c(C)c23)CC1 (centres undefined)
  5%	-4%	-2%	?	3%	10%	-33%	31%
10) CCN(C(=O)c1ccc(=O)[nH]c1)c1c(N)n(Cc2ccccc2)c(=O)[nH]c1=O
  -6%	0%	6%	-6%	12%	-13%	-17%	-12%
11) CN1OC[C@@H]2CN(C(=O)c3cccc4ccccc34)[C@H](c3ccccc3Br)C[C@@H]21
  26%	14%	4%	4%	14%	6%	-20%	9%
12) COc1ccc(-c2ccc(S(=O)(=O)N3CCCC3)cc2)cc1
  -12%[1.82 µM]	11%	-10%	10%	3%	20%	i	-11%
13) CCCn1c(N)c(C(=O)CSc2nc(C)nc3sc(C)c(C)c23)c(=O)[nH]c1=O
  10%	12%	0%	0%	6%	-17%	-19%	6%
14) COc1ccc(S(=O)(=O)NCC2CCCN(Cc3ccccc3Cl)C2)cc1 (centres undefined)
  -10%	-9%	1%	-1%	2%	?	i	18%
15) OC(Cc1ccccc1Br)c1ncc(-c2ccc(Cl)cc2)[nH]1 (centres undefined)
  18%	23%	-4%	4%	-4%	-5%	i	-2%

Laid out differently: entries from further up
7. O=C(NCc1cccnc1)C1CCN(S(=O)(=O)c2cc([N+](=O)[O-])ccc2Cl)CC1
8. O=C(Nc1ccc2c(c1)OCCO2)C(c1ccccc1)n1c(=O)c(-c2cc3ccccc3[nH]2)nc2ccccc21 (centres undefined)
9. COc1ccccc1N1CCN(c2ncnc3sc(C(=O)NCC4CCCO4)c(C)c23)CC1 (centres undefined)
10. CCN(C(=O)c1ccc(=O)[nH]c1)c1c(N)n(Cc2ccccc2)c(=O)[nH]c1=O
Assay by compound | 7 | 8 | 9 | 10
TDP43 rescue | 8% | ? | 5% | -6%
EPAC2 antag | 2% | 7% | -4% | 0%
EPAC1 ag | 10% | 21% | -2% | 6%
aSyn yeast inh | -4% | ? | ? | -6%
EPAC2 ag | 6% | 10% | 3% | 12%
EPAC1 antagonist | -15% | -4% | 10% | -13%
PTHR1 agonist | -27% | i | -33% | -17%
FUS yeast rescue | 14% | ? | 31% | -12%

(further entries)
Value order: TDP43 rescue	EPAC2 antag	EPAC1 ag	aSyn yeast inh	EPAC2 ag	EPAC1 antagonist	PTHR1 agonist	FUS yeast rescue
16) Cn1c(=O)oc2cc(S(=O)(=O)NCCc3ccccc3)ccc21
  -16%	-1%	1%	0%	7%	-9%	-14%[57.5 µM]	45%
17) Cc1ccc(NC(=O)CNc2ccccc2CN(C)C2CCCCC2)cc1
  2%	1%	-9%	-2%	4%	-12%	8%	-8%
18) Cc1ccc(-n2c(C)nc3c(cnn3-c3ccc(F)cc3)c2=O)cc1C
  -9%	0%	6%	-3%	0%	6%	-81%[inhibitor][57.5 µM]	30%
19) Cc1ccccc1S(=O)(=O)Cc1ccc(C(=O)N2CCN(C3CCCCC3)CC2)o1
  20%	12%	1%	-1%	4%	5%	0%	-8%
20) CCOC(CCc1c(C)nc(NC(C)=O)[nH]c1=O)OCC
  4%	1%	5%	0%	-4%	2%	-7%	-28%
21) FC(F)(F)c1cccc(-c2cc3nc(NCCCn4ccnc4)ccn3n2)c1
  23%	-5%	-8%	-13%	-1%	-23%	3%	7%
22) COc1cc(OC)cc(C(=O)Nc2cccc3cccnc23)c1
  ?	9%	5%	9%	8%	-2%	-7%	-18%
23) C/C(=N\NC(=O)c1ccc(Cn2cc(Br)cn2)o1)c1cccc(NC(=O)C(C)(C)C)c1
  23%	-2%	8%	0%	1%	14%	i	-1%
24) CCNC(=S)NNC(=O)c1ccoc1C
  19%	-1%	-8%	0%	7%	-19%	i	7%
25) NNC(=O)C=C1CCN(c2ncc(C(F)(F)F)cc2Cl)CC1
  0%	13%	-9%	22%	0%	7%	-26%	25%
26) COc1cc(NC(=O)c2ccc(-c3cnn(C)c3)c3ccoc23)cc(OC)c1OC
  -4%	11%	5%	0%	-7%	-11%	-1%	?
27) COC1CCCN(C(=O)c2cccc(OC3CCN(S(C)(=O)=O)CC3)c2)C1 (centres undefined)
  -20%	-3%	4%	-7%	4%	6%	i	1%
28) O=C(c1cccs1)N1N=C(c2ccc(O)cc2)CC1c1ccccc1 (centres undefined)
  13%	10%	4%	-6%	9%	-7%	-32%[inhibitor]	-21%
29) O=C(c1ccc(F)cc1)c1cn(Cc2ccc(F)cc2)c2cc3c(cc2c1=O)OCCO3
  7%	-12%	-1%	-3%	5%	-24%	-6%	-17%
30) COc1ccc(CN(CC(=O)NC2CCCC2)C(=O)CCC(=O)Nc2nc(C)cs2)cc1
  -11%	-1%	3%	0%	3%	-9%	i	22%
31) CC1Cc2nc(SCC(=O)Nc3ccccc3F)n(C)c(=O)c2S1 (centres undefined)
  26%	10%	-6%	-16%	3%	5%	-12%	5%
32) Cc1cccc(C(C)n2nnc3ccccc32)c1O (centres undefined)
  ?	6%	7%	-4%	8%	-17%	-44%[inhibitor]	-21%
33) O=C(OCC(=O)N1CCCC1)c1ccc(Cl)nc1
  9%	4%	6%	-1%[1.84 µM]	5%	4%	i	-14%
34) CC12CCC(C(=O)N3CCN(C(c4ccccc4)c4ccccc4)CC3)(OC1=O)C2(C)C (centres undefined)
  -24%	-6%	7%	-5%	22%	-3%	-20%	6%
35) NC(CCc1ccccc1)c1csc(NC(=O)NCC2CCCCC2)n1 (centres undefined)
  ?	0%	-9%	-19%	11%	-12%	-10%	31%
36) Cc1cccc(C(=O)NCC(=O)OCC(=O)N2CCCCC2)c1
  -13%	-1%	2%	-2%	1%	-7%	-16%	1%
37) Cc1nc2[nH]c(=S)n(C)c(=O)c2nc1C
  6%	3%	7%	1%	6%	11%	i	.
38) CC1(C)C2CCC(C2)C1C/C=N/NC(N)=S (centres undefined)
  20%	-6%	4%	0%	3%	11%	i	-12%
39) COc1ccc(-n2c(C)cc(-c3csc(NC(=O)c4ccc(S(=O)(=O)N(C)C)cc4)n3)c2C)cc1
  -11%	1%	-1%	-5%	7%	4%	-17%	26%
40) Cc1ccc(OCCNCc2ccccc2)c(C)c1
  -9%	4%	0%	-4%	3%	-1%	0%	3%
41) COc1ccc(NC(=O)Nc2ccc3c(c2)CCC3)cc1
  -19%	16%	-8%	-2%	11%	-16%	-7%	13%
42) O=C(Nc1cccc(Cl)c1)c1ccc(S(=O)(=O)NCC2CCCO2)cc1 (centres undefined)
  -39%[inhibitor]	13%	-37%[inhibitor]	3%	-3%	-22%	-50%[inhibitor]	19%
43) CCOc1ccc(CCNC(=O)COC(=O)C2CCN(S(=O)(=O)c3ccccc3)CC2)cc1OCC
  4%	-6%	6%	-4%	11%	3%	i	25%
44) CCOC(=O)C1CCN(C(=O)CSCCSCC(=O)N2CCC(C(=O)OCC)CC2)CC1
  -1%	-4%	-1%	1%	10%	-1%	-27%[57.5 µM]	24%
45) Cc1cccc(NC(=S)N(Cc2cccc(Br)c2)CC2CCC(C(=O)O)CC2)c1 (centres undefined)
  18%	-5%	-6%	-49%[inhibitor]	-1%	9%	-66%[inhibitor]	?
46) COc1ccc2[nH]cc(CC(=O)O)c2c1
  2%	-9%	-20%	-9%	7%	-10%	-9%	-13%
47) CCOC(=O)CNC(=O)c1ccc(SCC)cc1
  12%	-1%	6%	-9%	12%	-14%	15%	9%
48) CCOC(=O)CN(C(=O)CSc1nnc(Cc2ccccc2)n1-c1ccc(C)cc1)c1ccccc1
  7%	-1%	1%	3%	4%	1%	i	28%
49) Cc1ccc(C2CC(=O)NC(SCC(N)=O)=C2C#N)s1 (centres undefined)
  1%	3%	2%	-1%	3%	-28%	23%	-19%
50) c1nc(N2CCN(Cc3ccc4c(c3)OCO4)CC2)c2[nH]cnc2n1
  -6%	-21%	-13%	6%	6%	9%	-20%	-11%

Reformatted bar-delimited: entries from further up
entry | structure | TDP43 rescue | EPAC2 antag | EPAC1 ag | aSyn yeast inh | EPAC2 ag | EPAC1 antagonist | PTHR1 agonist | FUS yeast rescue
49 | Cc1ccc(C2CC(=O)NC(SCC(N)=O)=C2C#N)s1 (centres undefined) | 1% | 3% | 2% | -1% | 3% | -28% | 23% | -19%
48 | CCOC(=O)CN(C(=O)CSc1nnc(Cc2ccccc2)n1-c1ccc(C)cc1)c1ccccc1 | 7% | -1% | 1% | 3% | 4% | 1% | i | 28%
46 | COc1ccc2[nH]cc(CC(=O)O)c2c1 | 2% | -9% | -20% | -9% | 7% | -10% | -9% | -13%
47 | CCOC(=O)CNC(=O)c1ccc(SCC)cc1 | 12% | -1% | 6% | -9% | 12% | -14% | 15% | 9%

Screening data deposited in PubChem BioAssay by National Center for Advancing Translational Sciences (NCATS).
